PLCg1 inh: PLC-gamma1 (human) inhibition, primary screen. purified PLC-gamma1, fluorogenic substrate, fluorescence. inhibition, % at 12.2 µM. actives 0.84% (n = 370,000); in the data active means inhibition above about 9.5%
Tn6 DDE FP: disrupts Tn6 cyclic peptide binding to fibrin D-Dimer-E complex | P02675 | Fibrin DD(E) TRITC-Tn6 fluorescence polarization displacement | inhibition, % at 8.3 µM | actives 0.21% (n = 370,000);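 active means inhibition above a per-campaign cutoff: mean of compounds within control limits plus 3 SD, cut at about 15% in these data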;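 further: 0% = median of all compound wells on the plate and 100% = blocking peptide control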
Target sequence (P02675 whole entry, looked up): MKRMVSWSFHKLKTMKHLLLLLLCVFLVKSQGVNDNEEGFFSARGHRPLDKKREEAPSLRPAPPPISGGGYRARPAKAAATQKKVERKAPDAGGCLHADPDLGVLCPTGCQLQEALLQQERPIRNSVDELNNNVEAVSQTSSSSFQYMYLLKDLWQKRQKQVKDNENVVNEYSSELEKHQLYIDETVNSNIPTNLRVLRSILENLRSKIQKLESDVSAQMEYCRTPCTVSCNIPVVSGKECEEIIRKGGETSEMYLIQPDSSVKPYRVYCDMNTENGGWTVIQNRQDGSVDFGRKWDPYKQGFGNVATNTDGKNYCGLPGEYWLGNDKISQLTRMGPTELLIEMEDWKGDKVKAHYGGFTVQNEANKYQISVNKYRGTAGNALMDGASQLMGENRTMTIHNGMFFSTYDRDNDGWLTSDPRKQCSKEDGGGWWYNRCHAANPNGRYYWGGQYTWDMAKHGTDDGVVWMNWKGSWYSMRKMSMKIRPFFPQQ
ARFGAP1 inh: inhibitors of rat ARFGAP1 | Arfgap1-stimulated ARF1 GTP hydrolysis, GDP FP detection | inhibition, % at 16.5 µM | actives 0.26% (n = 360,000) | AID 651572;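 active means inhibition above a per-plate limit, mean inhibition of low control wells plus 3 SD, cut at about 25% in these data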;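 further: 0% = DMSO wells with enzyme and 100% = wells lacking Arfgap1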
Target sequence (Q62848 1-136 limits assumed): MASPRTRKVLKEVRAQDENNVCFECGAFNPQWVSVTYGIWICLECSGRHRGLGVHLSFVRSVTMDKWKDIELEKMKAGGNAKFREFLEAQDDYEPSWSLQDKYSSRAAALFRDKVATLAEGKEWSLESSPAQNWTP
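Material – truncated rat Arfgap1 GAP domain · Buffer or medium – HEPES-based buffer, pH 7.5 · Reagent – human ARF1(Δ1-17)-GTP substrate · Dosing – 16.5 µM single point, 1.26% DMSO · Schedule – GTP hydrolysis reaction 2 h at 25 °C · Technique – GDP detection by fluorescence polarization · Benchmarks – No-Arfgap1 wells (100%) versus DMSO full-reaction wells (0%) · Repeats – single replicate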
ADAM17 inh: ADAM17 inhibition, QFRET primary screen; recombinant ADAM17, EDANS/DABCYL FRET peptide cleavage; P78536; actives 0.83% (n = 370,000); inhibition, % at 6.95 µM; AID 720648;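 active means inhibition above the mean of compounds lying between control limits plus 3 SD, set per campaign, cut at about 8.5% in these data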;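 further: 0% = DMSO-only wells as the low control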
UHRF1 MBD2 ctr: UHRF1 methyl-DNA binding inhibition; Q96T88; UHRF1 binding to methylated oligo, TR-FRET; inhibition, % at 4.4 µM; actives 0.75% (n = 370,000); AID 687016; in the data active means inhibition above about 21%;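 further: UHRF1 SRA domain binding a hemimethylated CpG hairpin DNA probe; 0% = median of test compound wells and 100% = reference inhibitor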
ASAP1 inh: blocks human ASAP1-stimulated Arf1 GTP hydrolysis; GDP FP detection; Q9ULH1; inhibition, % at 16.5 µM; actives 0.19% (n = 360,000); in the data active means inhibition above about 25%;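 further: 0% = vehicle with enzyme and substrate and 100% = no enzyme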
PLCb3 inh: inhibitors of human phospholipase C beta3. Q01970. Purified PLC-beta3, fluorogenic substrate, fluorescence. inhibition, % at 12.2 µM. actives 0.18% (n = 370,000). AID 720704; in the data active means inhibition above about 11%;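 further: 0% = median of compound wells on plate and 100% = full blocker control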
KLK7 zymogen act: proKLK7 (human) activation, primary screen. purified proKLK7, EDANS-DABCYL substrate fluorescence; 100% is mature enzyme control, 0% vehicle. activation, % at 7 µM. actives 0.9% (n = 370,000). AID 652039;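 active means activation above the mean of all tested compounds plus 3 SD, computed per campaign excluding outliers beyond control limits, cut at about 13% in these data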
Target sequence (P49862 whole entry, looked up): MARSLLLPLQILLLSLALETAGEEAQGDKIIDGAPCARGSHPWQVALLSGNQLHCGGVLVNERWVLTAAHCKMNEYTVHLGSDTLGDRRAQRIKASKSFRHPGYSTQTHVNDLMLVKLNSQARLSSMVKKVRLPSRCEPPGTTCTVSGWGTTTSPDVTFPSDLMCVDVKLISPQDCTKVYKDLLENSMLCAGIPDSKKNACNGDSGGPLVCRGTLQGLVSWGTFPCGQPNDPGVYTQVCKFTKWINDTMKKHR
MBD2 inh: inhibitors of human MBD2 binding to methylated oligonucleotide. Q9UBB5. inhibition, % at 4.4 µM. actives 0.31% (n = 370,000). TR-FRET; in the data active means inhibition above about 13%
DDE Tn7 FP inh: inhibitors of Tn7 peptide binding to human fibrin DD(E); actives 0.13% (n = 370,000); AID 720508; inhibition, % at 8.3 µM; P02675; FP displacement of FITC-Tn7 peptide from fibrin DD(E); 0% = median of compound wells per plate;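 active means inhibition above the mean of compounds falling within the control limits plus 3 SD of them, cut at about 14% in these data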;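 further: 0% = plate median of compound wells and 100% = 10 µM Aha-Tn7 peptide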
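Test system: human clot-derived fibrin DD(E) complex / Quantity: 2 µM final DD(E) protein / Incubation: 10 min plus 3 h, room temperature / Measured by: fluorescence polarization / Benchmarks: high control of 10 µM Aha-Tn7 peptide / Replicates: singlicate testing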
Starred values were filed as active, the others as inactive; i = inactive.

A first look (4 entries):
PLCg1 inh	Tn6 DDE FP	ARFGAP1 inh	ADAM17 inh	UHRF1 MBD2 ctr	ASAP1 inh	PLCb3 inh	KLK7 zymogen act	MBD2 inh	DDE Tn7 FP inh	SMILES
-1	8	4	0	-3	-3	-7	1.2	-5	1	O=C(CNC(=O)[C@@H]1Cc2ccccc2CN1)Nc1ccc2c(c1)OCO2
-10	0	4	-4	-1	-10	-24	-0.3	3	5	Cc1nc(-c2ccccc2)nc2sc(C(=O)c3ccc(F)cc3)c(N)c12
2	4	-8	0	-4	-8	6	0.0	-4	-4	Cc1ccc(N2C(=O)C3C(C2=O)C2C=CC3C23CC3)c([N+](=O)[O-])c1 (stereo not given)
-2	3	-6	1	-3	3	-2	0.7	-5	-9	O=S(=O)(c1ccccc1)c1cc(O)ccc1O

The whole of this part, from the start:
PLCg1 inh	Tn6 DDE FP	ARFGAP1 inh	ADAM17 inh	UHRF1 MBD2 ctr	ASAP1 inh	PLCb3 inh	KLK7 zymogen act	MBD2 inh	DDE Tn7 FP inh	SMILES
-1	8	4	0	-3	-3	-7	1.2	-5	1	O=C(CNC(=O)[C@@H]1Cc2ccccc2CN1)Nc1ccc2c(c1)OCO2
-10	0	4	-4	-1	-10	-24	-0.3	3	5	Cc1nc(-c2ccccc2)nc2sc(C(=O)c3ccc(F)cc3)c(N)c12
2	4	-8	0	-4	-8	6	0.0	-4	-4	Cc1ccc(N2C(=O)C3C(C2=O)C2C=CC3C23CC3)c([N+](=O)[O-])c1 (stereo not given)
-2	3	-6	1	-3	3	-2	0.7	-5	-9	O=S(=O)(c1ccccc1)c1cc(O)ccc1O
-7	-1	2	0	0	5	-17	-0.8	4	-6	O=S(=O)(Nc1ccc(-c2cn3c(n2)SCC3)cc1)c1ccccc1F
3	0	-5	-3	2	-9	-7	-1.0	-1	3	CCCCN(C(=O)c1ccccc1OCc1ccc(F)cc1)c1c(N)n(CC(C)C)c(=O)[nH]c1=O
3	0	1	0	1	-5	10	0.3	-2	6	CC(C)N(C(=O)COC(=O)[C@@H]1CC(O)CN1S(=O)(=O)c1ccccc1[N+](=O)[O-])C(C)C (stereo not given in full)
2	1	4	-8	-1	-1	1	-0.2	5	3	CCC(C)[C@H](NC(=O)NCc1cccc(OC)c1)C(=O)OC (stereo not given in full)
-4	1	4	-2	1	4	-7	-0.2	4	4	CCOC(=O)c1c(NC(=O)CN2CCCc3ccccc32)sc(C)c1CC
5	4	-3	-4	-3	-8	2	0.2	-5	6	CCOC(=O)[C@H]1[C@H]2COc3ccc(Cl)cc3[C@@H]2N2C(=O)CNC(=O)[C@@]12C
3	-1	2	0	-2	-4	-7	-0.4	-2	1	CCN1C(=O)CS/C1=N\S(=O)(=O)c1ccc(Cl)cc1
0	1	-3	-2	15	-16	0	0.9	4	2	Cc1ccc(C(=O)c2c3ccccc3[n+]([O-])n2CCO)cc1
3	-2	-2	-2	0	-13	-6	1.2	-4	0	CC(C)CCN1CC(=O)N2[C@@H](Cc3c([nH]c4ccccc34)C2(C)C)C1=O
-1	0	8	-2	4	-6	-2	0.6	2	1	CC(=O)Nc1ccc2nc(NC(=O)COc3ccccc3C)sc2c1
1	-6	-7	-1	0	-9	-16	-0.9	0	7	CCC1CCCCN1S(=O)(=O)c1ccc(NC(=O)C2CC(=O)N(C(C)(C)C)C2)cc1 (stereo not given)
2	-7	-2	-2	-1	15	-1	0.5	1	0	CCOc1ccc(NC(=O)C2CC(=O)OC2c2ccccc2)cc1 (stereo not given)
-1	4	1	2	2	14	3	0.9	1	-4	C#CCNC(=O)C[C@@H]1C[C@@]2(C(=O)OCC)CCC=C2N(Cc2ccc(Cl)cc2Cl)C1=O
1	-1	9	-5	3	1	0	-0.3	11	-3	CC(C)(C)C(=O)/C=C(\N)c1ccccn1
-4	-5	6	0	-3	21	-5	0.4	-2	2	Nc1ncnc2c1C(c1ccccc1)c1c(ccc3ccccc13)O2 (stereo not given)
2	13	6	2	-2	-17	7	0.1	1	2	O=C(CNC(=O)c1ccccc1)NCC(=O)OCC(=O)c1ccccc1
6	-6	-4	19*	5	17	8	0.3	3	-2	COc1cccc(Nc2ncccc2C(=O)Nc2ccccc2)c1
1	1	-1	2	3	-8	2	-1.3	-1	-7	O=C(NC(C(=O)c1ccccc1)N1CCCCCC1)c1ccco1 (stereo not given)
3	-9	14	-2	-1	4	0	-0.2	-2	1	CC1CCCC(C)N1C(=O)CSc1nnnn1-c1cccc2c1CCCC2 (stereo not given)
-337	1	5	-30	-6	6	-439	1.2	-6	4	C[C@H](O)[C@@H]1CN2CCc3c([nH]c4c(-c5ccccc5)cccc34)[C@@H]2C[C@@H]1N(C)C(=S)NCCc1ccccc1
0	-3	8	-6	5	3	-1	0.5	3	4	CCCC(NS(=O)(=O)c1ccc(Br)cc1)C(=O)O (stereo not given)

One compound at a time, as listed above. Order of values: PLCg1 inh, Tn6 DDE FP, ARFGAP1 inh, ADAM17 inh, UHRF1 MBD2 ctr, ASAP1 inh, PLCb3 inh, KLK7 zymogen act, MBD2 inh, DDE Tn7 FP inh
`CCOC(=O)[C@H]1[C@H]2COc3ccc(Cl)cc3[C@@H]2N2C(=O)CNC(=O)[C@@]12C` as listed: 5, 4, -3, -4, -3, -8, 2, 0.2, -5, 6
`CCOc1ccc(NC(=O)C2CC(=O)OC2c2ccccc2)cc1` (stereo not given) as listed: 2, -7, -2, -2, -1, 15, -1, 0.5, 1, 0

4 compounds from above, ordered by the number in MBD2 inh, largest number first:
PLCg1 inh	Tn6 DDE FP	ARFGAP1 inh	ADAM17 inh	UHRF1 MBD2 ctr	ASAP1 inh	PLCb3 inh	KLK7 zymogen act	MBD2 inh	DDE Tn7 FP inh	SMILES
1	-1	9	-5	3	1	0	-0.3	11	-3	CC(C)(C)C(=O)/C=C(\N)c1ccccn1
2	1	4	-8	-1	-1	1	-0.2	5	3	CCC(C)[C@H](NC(=O)NCc1cccc(OC)c1)C(=O)OC (stereo not given in full)
-10	0	4	-4	-1	-10	-24	-0.3	3	5	Cc1nc(-c2ccccc2)nc2sc(C(=O)c3ccc(F)cc3)c(N)c12
-1	0	8	-2	4	-6	-2	0.6	2	1	CC(=O)Nc1ccc2nc(NC(=O)COc3ccccc3C)sc2c1

(listing goes on)
PLCg1 inh	Tn6 DDE FP	ARFGAP1 inh	ADAM17 inh	UHRF1 MBD2 ctr	ASAP1 inh	PLCb3 inh	KLK7 zymogen act	MBD2 inh	DDE Tn7 FP inh	SMILES
0	-4	-6	1	-1	1	-1	0.0	-4	-5	Cc1cccc(NC(=O)CN2CCC(NC(=O)C3CCCCC3)CC2)c1C
-2	6	-2	0	-1	5	2	-0.6	0	-4	CCOCCCNC(=O)C(c1ccccc1)N(Cc1cccs1)C(=O)c1ccccc1O (stereo not given)
0	-11	17	-5	3	6	-9	-0.4	3	2	O=C(CCn1c(=O)oc2ccc(Cl)cc21)N1CCN(Cc2ccccc2)CC1
-1	4	3	-3	5	7	-1	-0.3	6	5	Cc1ccc([N+](=O)[O-])cc1S(=O)(=O)N1CCC(C)CC1
2	-3	2	-5	0	10	-3	-0.6	-1	-3	Cc1ccc(CNC(=O)Cc2ccc(Br)cc2)cc1
-3	8	-4	-4	1	3	-2	0.6	-10	-3	CCN(CC)C(=O)c1ccc2nc3ccccc3nc2c1
-4	0	-7	-7	0	-5	-9	-0.2	6	-5	Cc1noc(C)c1COc1ccc(C(=O)N2CC(C)CC(C)C2)cc1 (stereo not given)
0	-9	12	-3	-5	9	1	0.3	-4	1	Cn1ncc2c(N3CCN(c4ccccc4F)CC3)ncnc21
0	3	-8	-2	-1	3	-4	0.0	-2	2	O=C(c1cc(-c2ccccc2O)on1)N1CCCCCC1
3	-11	4	-1	1	-10	-1	0.9	-8	1	COc1ccccc1N(CC(=O)Nc1ccc(Cc2ccncc2)cc1)S(=O)(=O)c1ccccc1
3	0	11	4	-1	-6	3	0.0	-3	1	Cc1ccc(NC(=O)OCC(F)(F)C(F)F)cc1NC(=O)OCC(F)(F)C(F)F
6	1	17	3	-2	-4	0	0.5	0	-7	O=C(c1ccccc1F)N(Cc1ccc(F)cc1)C1CCS(=O)(=O)C1 (stereo not given)
i	6	4	i	-2	0	i	62*	-4	-4	CCc1cc2c(CN3CCN(Cc4ccccc4)CC3)cc(=O)oc2cc1O
0	-7	6	-2	-7	2	1	0.1	-4	0	CSc1nnc(C)c(/C=C/NOCc2ccc(Cl)cc2)n1
1	-7	21	1	6	23	-3	-0.9	6	-1	CCOc1nc(SCCOc2ccc(C)cc2)nc(N(C)C)n1
-2	-1	0	-2	19	3	2	0.0	-1	1	CCCCNC(=O)C[C@@H]1C[C@@]2(C(=O)OC)CCCCC=C2N(Cc2ccccc2)C1=O
1	-3	2	-2	-2	14	-1	0.1	1	-2	Cc1c(NC(=O)c2c(O)c3ccccc3n(C)c2=O)c(=O)n(-c2ccccc2)n1C
0	11	1	-3	0	-1	4	0.0	1	3	CC(C)(C)c1ccc(OCCN2CCCC2)cc1
-1	-12	5	2	3	10	2	0.1	-4	4	O=C(CCNS(=O)(=O)c1cccc2nonc12)NC1CCCCC1
3	5	3	-3	0	-7	-8	-0.1	0	5	COc1ccc(N2CCN(C(CNC(=O)C3CCCCC3)c3ccco3)CC2)cc1 (stereo not given)
-83	-11	1	-65	-1	-17	-118	7.4	-1	-1	Cc1c(CCC(=O)O)c(=O)oc2cc3occ(C(C)(C)C)c3cc12
3	-6	13	3	-2	11	2	0.0	-2	-9	Cc1cc(C)n(C(=O)c2ccc(C)c(S(=O)(=O)N3CCOCC3)c2)n1

Screening results (PubChem BioAssay)
